Bioassay records from PubChem BioAssay.
rCAG RNA binder – binders of r(CAG) RNA repeats, primary screen, biochemical, fluorescence; r(CAG) RNA repeat, TO-PRO-1 dye displacement fluorescence; inhibition, % at 3 µM; hit rate 1.3% among 370,000; AID 651821, 2012;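 active means inhibition above the plate cutoff, the mean of all test compounds on that plate plus 3 SD, cut at about 35% in these data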;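 further: 0% = DMSO alone and 100% = 100 µM mitoxantrone as full dye displacement; higher means more dye released from RNA so lower well fluorescence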
GC-A act – GC-A stimulated cGMP production enhancers – HEK293 GC-A cells, cGMP TR-FRET, EC30 ANP, primary screen | hit rate 0.14% among 370,000 | 0% at EC30 ANP, 100% saturating ANP | AID 1671463, 2021 | activation, % at 10 µM; in the data active means activation above about 40%
PRMT1 inh – PRMT1 methyltransferase inhibitors, primary screen, biochemical, fluorescence polarization | inhibition, % at 2.79 µM | hit rate 1.3% among 370,000 | recombinant PRMT1, activity-based probe fluorescence polarization | AID 652257, 2013;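 active means inhibition above about 21% made by adding two undisclosed values, limit read from the data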
MBD2 inh – inhibitors of MBD2 binding to methylated DNA, primary screen, biochemical, TR-FRET, DNA-binding domain, human; Methyl-CpG-binding domain protein 2 (Homo sapiens), Q9UBB5; inhibition, % at 4.4 µM; MBD2 binding to methylated oligonucleotide; AID 686964, 2013; hit rate 0.31% among 370,000; in the data active means inhibition above about 13%
Target sequence (Q9UBB5 whole entry, looked up, the tested form may be a part): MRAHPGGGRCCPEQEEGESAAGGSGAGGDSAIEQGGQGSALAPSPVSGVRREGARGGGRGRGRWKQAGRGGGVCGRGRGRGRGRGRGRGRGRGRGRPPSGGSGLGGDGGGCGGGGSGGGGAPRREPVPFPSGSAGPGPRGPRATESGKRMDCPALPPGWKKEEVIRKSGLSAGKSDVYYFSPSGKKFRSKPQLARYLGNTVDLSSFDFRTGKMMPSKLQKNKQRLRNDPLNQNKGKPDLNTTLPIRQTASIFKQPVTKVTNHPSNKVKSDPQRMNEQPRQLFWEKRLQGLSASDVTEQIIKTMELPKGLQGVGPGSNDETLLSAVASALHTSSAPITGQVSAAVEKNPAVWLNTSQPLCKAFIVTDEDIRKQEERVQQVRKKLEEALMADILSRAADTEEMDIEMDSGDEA
HTRA1 inhibitor – HTRA1 serine protease inhibitors, primary screen, biochemical, fluorescence polarization, HTS. hit rate 0.5% among 340,000. recombinant HTRA1, FP-rhodamine activity-based probe. inhibition, % at 5.96 µM; in the data active means inhibition above about 36%;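 further: 0% = enzyme with DMSO and 100% = wells lacking enzyme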
Target sequence (Q92743 whole entry, looked up): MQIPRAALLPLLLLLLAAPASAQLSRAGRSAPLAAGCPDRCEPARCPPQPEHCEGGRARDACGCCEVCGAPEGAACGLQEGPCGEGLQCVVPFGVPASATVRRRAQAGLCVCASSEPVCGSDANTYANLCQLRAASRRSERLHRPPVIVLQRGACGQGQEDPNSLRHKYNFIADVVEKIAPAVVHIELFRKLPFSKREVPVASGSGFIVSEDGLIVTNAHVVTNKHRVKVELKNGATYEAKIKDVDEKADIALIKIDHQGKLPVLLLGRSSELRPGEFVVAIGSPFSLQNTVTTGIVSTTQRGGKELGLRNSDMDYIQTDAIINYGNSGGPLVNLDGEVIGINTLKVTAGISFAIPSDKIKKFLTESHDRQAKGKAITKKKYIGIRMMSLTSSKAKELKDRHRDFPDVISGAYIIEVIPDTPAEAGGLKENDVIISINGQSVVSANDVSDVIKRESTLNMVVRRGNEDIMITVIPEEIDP
SIAE inh – human SIAE inhibitors, primary screen, biochemical, fluorescence polarization, FP-Rh probe, 1536-well HTS; Sialate O-acetylesterase (Homo sapiens), Q9HAT2; SIAE FP-Rh probe binding; inhibition, % at 9.66 µM; hit rate 0.69% among 370,000; AID 1053197, 2014;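 active means inhibition above a cutoff: mean of compounds within the control limits plus 3 SD of those, cut at about 17% in these data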;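 further: 0% = plate median of compound wells and 100% = probe without SIAE protein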
GC-B act – human GC-B receptor activators, primary screen, HEK293 GC-B cells, cGMP TR-FRET, EC30 CNP. Atrial natriuretic peptide receptor 2 (Homo sapiens), P20594. 0% at EC30 CNP, 100% saturating CNP. hit rate 0.11% among 370,000. activation, % at 10 µM. AID 1920062, 2024;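 active means activation at 10 µM reaching about 35% in either raw or pattern-adjusted values, limit read from the data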
ABHD4 inh – ABHD4 inhibitors, primary screen, biochemical, fluorescence polarization, mouse | (Lyso)-N-acylphosphatidylethanolamine lipase (Mus musculus), Q8VD66 | purified mABHD4, FP-Rh probe fluorescence polarization | inhibition, % at 8.92 µM | hit rate 0.54% among 370,000;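 active means inhibition exceeding the mean over every tested compound plus 3 SD, cut at about 30% in these data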;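 further: 0% = plate median of compound wells and 100% = S159A mutant with DMSO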
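assay system = mABHD4 protein | compound dosing = single nominal dose of 8.92 µM, 0.89% DMSO final | read-out basis = percent inhibition of probe binding, normalized to plate controls | schedule = Enzyme–compound pre-incubation 45 min, then probe 60 min, both 25 °C | detection = fluorescence polarization, excitation 525 nm, emission 598 nm, BODIPY TMR filters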
TCR CD3 inh – inhibitors of human TCR-CD3 interaction, primary screen, biochemical, fluorescence, TAMRA-labeled TCR probe. hit rate 0.37% among 360,000. inhibition, % at 9.4 µM. T-cell receptor (TCR); in the data active means inhibition above about 19%;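 further: recombinant mutant TCR 2C K166C tagged with TAMRA read by polarization; 0% = receptor in buffer alone and 100% = receptor with positive control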
UHRF1 MBD2 ctr – UHRF1 methylated DNA binding inhibitors, primary screen, counter-screen for MBD2 inhibitor project, biochemical, TR-FRET, human UHRF1, single concentration; hit rate 0.75% among 370,000; UHRF1 binding to methylated oligo; inhibition, % at 4.4 µM; E3 ubiquitin-protein ligase UHRF1 (Homo sapiens), Q96T88; in the data active means inhibition above about 21%;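 further: UHRF1 SRA domain binding a hemimethylated CpG hairpin DNA probe; 0% = median of test compound wells and 100% = reference inhibitor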
Starred values were filed as active, the others as inactive; . = no result given.

Field names: A = rCAG RNA binder; B = GC-A act; C = PRMT1 inh; D = MBD2 inh; E = HTRA1 inhibitor; F = SIAE inh; G = GC-B act; H = ABHD4 inh; I = TCR CD3 inh; J = UHRF1 MBD2 ctr
1	CCOc1cc(/C=N/O)cc(Br)c1OCc1ccc(Cl)cc1
  A = 13; B = -15; C = 1; D = -4; E = -43; F = -28; G = -17; H = -57; I = 6; J = -1
2	CCOC(=O)C1CCCN(C(=O)c2cccc3ccccc23)C1 (stereo unspecified)
  A = -4; B = 3; C = -2; D = -1; E = 0; F = -1; G = -1; H = 3; I = 7; J = 1
3	Cc1cc(C)n(-c2nc3ccccc3nc2N2CCN(C(=O)c3ccc(Cl)cc3)CC2)n1
  A = -8; B = 0; C = 0; D = 7; E = -14; F = -2; G = 3; H = -8; I = 7; J = 0
4	O=C(/C=C/c1cccc(Br)c1)NCC1CCCCC1
  A = -2; B = 6; C = -1; D = 0; E = -12; F = -2; G = 1; H = -1; I = 4; J = -5
5	CCOCC(=O)Nc1cccc(C(=O)OCC)c1
  A = -6; B = 5; C = -3; D = 4; E = -1; F = 4; G = -1; H = 9; I = 4; J = 12
6	NC(=O)c1ccc(NC(=O)CS(=O)(=O)c2cn(CC(=O)N3CCCCC3)c3ccccc23)cc1
  A = -1; B = 0; C = 0; D = 1; E = -2; F = 10; G = 3; H = 1; I = 4; J = 2
7	COc1cccc(C(=O)O)c1OS(=O)(=O)c1ccc(C)cc1
  A = 4; B = 3; C = -4; D = -5; E = 1; F = 4; G = 3; H = 6; I = -2; J = -1
8	COc1ccc(C(=O)COC(=O)C(CCSC)NS(=O)(=O)c2ccc(Cl)cc2)cc1 (stereo unspecified)
  A = 1; B = 0; C = -1; D = 0; E = -33; F = -7; G = 1; H = -11; I = 0; J = -1
9	COc1ccc(CCC(=O)N(C)CC(=O)Nc2ccc(N3CCOCC3)cc2)cc1
  A = -6; B = 0; C = -2; D = -3; E = 0; F = -4; G = -2; H = -4; I = -5; J = -1
10	CN(C)CCCNc1cc(O)c2ncccc2c1
  A = -11; B = -7; C = 11; D = -6; E = 19; F = 12; G = -1; H = 15; I = -9; J = 0
11	O=c1[nH]nc(Cc2ccccn2)c2ccccc12
  A = -1; B = 0; C = 1; D = 5; E = -2; F = -9; G = 3; H = 1; I = 8; J = -1
12	O=C(c1cc2ccccc2cc1OCC(O)CN1CCCCC1)N1CCCCC1 (stereo unspecified)
  A = 2; B = -4; C = -5; D = 2; E = -2; F = 0; G = -5; H = -3; I = -1; J = 3
13	Cc1ccc2c(CN(C)Cc3ccc(Cl)cc3)cc(=O)oc2c1
  A = 2; B = -6; C = -3; D = -1; E = -37; F = 3; G = -2; H = -9; I = -4; J = -3
14	CCCOc1ccc(/C=N/O)cc1
  A = 9; B = 0; C = -1; D = 9; E = 1; F = 2; G = -2; H = -3; I = 2; J = 20
15	CN(Cc1ccccc1)c1nc(N)nc(Cl)c1C=O
  A = -3; B = 39; C = -1; D = 1; E = 4; F = -3; G = 5; H = 1; I = -1; J = 4
16	CCc1ccc(NC(=O)C(C)OC(=O)c2ccc(N3CCCC3)c([N+](=O)[O-])c2)cc1 (stereo unspecified)
  A = 3; B = 2; C = -1; D = 4; E = -5; F = 10; G = 1; H = 2; I = 4; J = -2
17	Cc1c(C(C)(C)O)[nH]c2ccc(C(F)(F)F)cc12
  A = -2; B = -3; C = -1; D = 1; E = 4; F = 12; G = -1; H = -4; I = 2; J = -5
18	COc1ccc(N=Nc2c(N)nn(C)c2N)cc1
  A = 8; B = -6; C = -2; D = -7; E = 11; F = 2; G = -7; H = -3; I = 1; J = -5
19	Cc1nn(-c2ccccc2)c(N2CCCC2)c1/C=N/NC(=O)c1cc(-c2cccnc2)nc2ccccc12
  A = 10; B = -7; C = 2; D = -3; E = -24; F = 1; G = 1; H = 20; I = -4; J = -4
20	CCOC(=O)C1CCN(C(=O)C(C)(C)NC(=O)Nc2ccc3c(c2)CCC3)CC1
  A = .; B = 2; C = 4; D = 4; E = .; F = 4; G = -6; H = 1; I = .; J = 3
21	COc1ccccc1C1C(C(=O)c2cc3ccccc3o2)=C(O)C(=O)N1CCN1CCOCC1 (stereo unspecified)
  A = 9; B = 5; C = 17; D = -1; E = -2; F = 0; G = 4; H = -11; I = -7; J = -2
22	COc1ccc(NC(=O)COC(=O)C(NC(=O)c2ccc(C)cc2)C(C)C)cn1 (stereo unspecified)
  A = -1; B = -1; C = 1; D = -8; E = 14; F = 1; G = 0; H = 2; I = -2; J = -6
23	COc1ccccc1C(=O)NC(=S)Nc1ccc(NC(=O)c2ccco2)cc1
  A = 4; B = -5; C = 5; D = 0; E = -25; F = -15; G = -4; H = -7; I = 12; J = 4
24	COc1ccc(C(=O)OCC(=O)N2CCCC2=O)c(OC)c1
  A = -3; B = -2; C = 3; D = 4; E = -19; F = 1; G = 2; H = 6; I = 7; J = 1
25	Cc1c(NC(=O)Nc2ccccc2Cl)sc(=S)n1C
  A = 9; B = 5; C = 5; D = 1; E = -2; F = -5; G = -2; H = 3; I = -6; J = 3
26	COCCn1c(C)cc(C2=NNC(=Nc3ccc(F)cc3)SC2)c1C
  A = 13; B = 0; C = 9; D = -2; E = 29; F = 14; G = -3; H = 10; I = -5; J = -4
27	Cc1ccc(S(=O)(=O)N2CCC(n3nnc4cc(C)ccc43)CC2)cc1
  A = -3; B = -7; C = -2; D = 1; E = 1; F = 7; G = -2; H = 2; I = 5; J = -3
28	CC(C)N(Cc1nc(-c2ccccc2)no1)C(=O)COc1ccccc1
  A = -3; B = -1; C = 2; D = -2; E = -10; F = 0; G = -3; H = -11; I = -2; J = 2
29	CCCNC(=O)c1onc(CSc2nc3ccccc3[nH]2)c1C(=O)NCCC
  A = -7; B = 1; C = -1; D = 5; E = -9; F = 0; G = -3; H = 1; I = 7; J = -3
30	N#Cc1ccc2nc(-c3ccc(CN4CCC(n5cc(-c6ccccc6)[nH]c5=O)CC4)cc3)c(-c3ccccc3)nc2c1
  A = 13; B = -5; C = 4; D = 4; E = .; F = -16; G = 3; H = -2; I = -6; J = -1
31	CCOC(=O)c1ccc2c(c1)nc(-c1ccccn1)n2CC
  A = -2; B = 1; C = -3; D = 3; E = 7; F = -5; G = 2; H = -5; I = 1; J = 2
32	COc1ccc(N2CCN(C(=O)c3cc(-c4cccs4)nc4ccccc34)CC2)cc1
  A = -1; B = 2; C = -1; D = 2; E = -14; F = 11; G = 4; H = -3; I = -10; J = -1
33	Cc1ccnc(NC(=O)CN(C)S(=O)(=O)c2cccc3nsnc23)c1
  A = 2; B = -3; C = 3; D = -3; E = -1; F = -3; G = 9; H = 5; I = -2; J = -1
34	CSc1ccccc1C(=O)NCC(c1ccco1)N1CCCCC1 (stereo unspecified)
  A = -7; B = -4; C = -5; D = -3; E = -4; F = -4; G = -4; H = -1; I = 4; J = 1
35	COc1ccccc1N(C)S(=O)(=O)c1ccc(C(=O)N2CCC2)cc1
  A = -3; B = 1; C = -2; D = -4; E = 2; F = -6; G = -1; H = -2; I = 5; J = -2
36	Cc1ccc(C(=O)O)cc1S(=O)(=O)N1CCC(C(=O)O)CC1
  A = 2; B = 1; C = 0; D = -3; E = -1; F = 0; G = 9; H = 4; I = -7; J = 0
37	COC(=O)[C@@]12CCCN1[C@H](c1ccc(-c3ccc(Cl)c(Cl)c3)cc1)[C@H]1C(=O)N(C)C(=O)[C@H]12
  A = 3; B = 6; C = -2; D = -3; E = -31; F = -2; G = 5; H = 8; I = 6; J = 1
38	O=C(Cn1c(-c2cncs2)nc2ccccc21)N1CCOCC1
  A = 6; B = 6; C = 5; D = -2; E = .; F = -4; G = -7; H = 0; I = .; J = -2
39	CC1CCc2nc(N)c(C#N)c(-c3cccn3C)c2C1 (stereo unspecified)
  A = 2; B = 0; C = 3; D = 9; E = -6; F = -6; G = -1; H = 7; I = -6; J = 4
40	O=C(Cc1ccccc1)N/N=C/c1cc(Br)c(Br)o1
  A = 2; B = 6; C = 4; D = -2; E = -7; F = -3; G = 2; H = 4; I = 0; J = 4
41	COC(=O)C1=C(C)N(C)C(=NCc2ccccc2C(F)(F)F)NC1c1ccc(F)cc1 (stereo unspecified)
  A = 5; B = -6; C = 3; D = 2; E = .; F = -4; G = -3; H = -3; I = -3; J = 0
42	Cc1nc2cc(C(=O)N3CCc4ccccc43)ccc2n1-c1ccc(F)c(F)c1
  A = 0; B = 8; C = -5; D = 5; E = -20; F = 1; G = 5; H = 1; I = 4; J = -2
43	CCOC(=O)c1cc2c(ccn2C)n1CC(=O)N1CCC(Cc2ccccc2)CC1
  A = -8; B = 0; C = 0; D = -2; E = 5; F = 6; G = -4; H = 13; I = -4; J = -6
44	Nc1ccccc1-c1nnn(CC(=O)N2CCCc3ccccc32)n1
  A = -4; B = -2; C = 1; D = -2; E = -5; F = 1; G = 0; H = 6; I = -3; J = 0
45	COc1ccc(C(=O)NC(=S)N2CCN(c3ccccc3OC)CC2)cc1OC
  A = 2; B = -1; C = 0; D = -2; E = 0; F = -3; G = -5; H = -5; I = 3; J = 4
46	O=C(N/N=C/c1cccs1)c1cccnc1
  A = -3; B = -2; C = -3; D = -3; E = .; F = 2; G = 1; H = 2; I = -3; J = 0
47	CCC1S/C(=C(\C#N)C(=O)NCc2ccco2)N(c2ccc(F)cc2)C1=O (stereo unspecified)
  A = 2; B = -1; C = 6; D = 2; E = 8; F = -4; G = 2; H = -2; I = -4; J = 8
48	CN(c1ncc(C(F)(F)F)cc1Cl)n1cc(C(N)=O)c2ccccc2c1=O
  A = 0; B = 1; C = 1; D = -3; E = -6; F = -1; G = -7; H = 4; I = 9; J = 1
49	COc1ccc(C(=O)COC(=O)CCn2c(C)csc2=O)c(OC)c1
  A = 6; B = -3; C = -3; D = 2; E = 1; F = 4; G = -3; H = -4; I = -2; J = 1
50	COc1ccc(CNc2ncnc3cc(Cl)ccc23)cc1OC
  A = -1; B = 3; C = 0; D = 1; E = -5; F = -3; G = 4; H = 2; I = 5; J = 0

(listing goes on)
Field names: A = rCAG RNA binder; B = GC-A act; C = PRMT1 inh; D = MBD2 inh; E = HTRA1 inhibitor; F = SIAE inh; G = GC-B act; H = ABHD4 inh; I = TCR CD3 inh; J = UHRF1 MBD2 ctr
51	Cc1ccccc1-n1c(CSC(=N)N)nc2ccccc2c1=O
  A = 0; B = 2; C = 6; D = 2; E = -4; F = -2; G = -5; H = -5; I = 2; J = -2
52	COCCn1c(SCC(=O)N2CCCCC2)nc2c(c1=O)SCC2
  A = -6; B = 2; C = -2; D = -1; E = -4; F = -2; G = 1; H = 1; I = 10; J = 4
53	CCOC(=O)c1sc2nc(SCC(=O)N(CC)CC)n(CCCN3CCCC3=O)c(=O)c2c1C
  A = -4; B = 3; C = 0; D = 0; E = -1; F = -4; G = 3; H = 0; I = -5; J = 0
54	NC(=O)CSc1nnc(Cc2csc(Nc3ccc(F)cc3)n2)n1Cc1ccccc1
  A = -3; B = -4; C = -3; D = -5; E = 3; F = 8; G = 1; H = 4; I = 2; J = 0

An excerpt; rates above refer to the full screens.
